High-throughput results: PubChem, Sanford-Burnham Center for Chemical Genomics
SENP8 block-1: blocks human SENP8 cleavage of Nedd8 substrate; inhibition, % at 20 µM; AID 602440; Q96LD8; 360,000 tested, 0.64% active; recombinant SENP8, Nedd8 substrate fluorescence; in the data active = inhibition mostly above about 40%, no sharp cut-off; inactive = mostly below about 27%
SENP1 FRET inh: inhibitors of human SENP1 SUMO protease catalytic domain | 360,000 tested, 0.21% active | AID 624204 | inhibition, % at 10 µM | Q9P0U3 | recombinant SENP1 catalytic domain, CyPet-SUMO1-YPet FRET cleavage;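 active = inhibition at least 30% at 10 µM, raw YFP signal under a set limit, fluorescence ratio 0.5 to 1.5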;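 also: 0% = enzyme with DMSO and 100% = no enzyme wells; some results filed as inactive read as strong as hits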
Target sequence (Q9P0U3 419-644 limits assumed): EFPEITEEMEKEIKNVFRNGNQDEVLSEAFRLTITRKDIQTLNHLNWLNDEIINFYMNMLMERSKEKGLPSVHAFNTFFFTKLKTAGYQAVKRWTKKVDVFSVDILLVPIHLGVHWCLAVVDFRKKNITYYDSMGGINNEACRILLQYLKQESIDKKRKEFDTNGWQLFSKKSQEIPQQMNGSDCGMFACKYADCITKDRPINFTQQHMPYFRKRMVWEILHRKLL
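Controls: no-enzyme wells low, DMSO-plus-enzyme wells high control. Test system: human recombinant His6-tagged SENP1 catalytic domain enzyme. Reagent: SFCypet-SUMO1-SFYpet FRET protein substrate, 25 nM final. Doses: one dose per compound, 10 µM, 0.5% DMSO. Detection: FRET, CFP and YFP emission. Timing: 50 min reaction at room temperature.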
SENP6 inh: inhibitors of human SENP6 protease; Q9GZR1; Recombinant SENP6 catalytic domain, aminoluciferin luminescence; inhibition, % at 10 µM; 330,000 tested, 1.8% active; AID 2599;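 active = inhibition above about 50% at the single tested dose, limit read from the data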;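 also: plate controls were DMSO wells with enzyme for no effect and DMSO wells lacking enzyme for full effect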
Target sequence (Q9GZR1 628-1112 limits assumed): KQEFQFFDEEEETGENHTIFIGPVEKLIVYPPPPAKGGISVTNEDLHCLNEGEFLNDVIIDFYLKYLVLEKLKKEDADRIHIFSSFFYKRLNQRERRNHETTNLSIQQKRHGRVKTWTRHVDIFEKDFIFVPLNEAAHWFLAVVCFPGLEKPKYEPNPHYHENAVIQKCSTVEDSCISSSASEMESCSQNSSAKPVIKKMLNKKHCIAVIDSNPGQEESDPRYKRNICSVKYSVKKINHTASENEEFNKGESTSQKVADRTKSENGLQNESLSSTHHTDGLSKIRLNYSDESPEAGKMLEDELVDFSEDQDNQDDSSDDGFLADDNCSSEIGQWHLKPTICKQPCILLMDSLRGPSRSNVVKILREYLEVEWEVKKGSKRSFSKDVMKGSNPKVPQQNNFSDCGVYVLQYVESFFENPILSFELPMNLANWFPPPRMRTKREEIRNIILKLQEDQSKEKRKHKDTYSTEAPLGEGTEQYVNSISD
Apaf1 inhib: inhibitors of human Apaf-1 apoptosome | O14727 | reconstituted apoptosome caspase-3 activity, DEVD-Rh110 fluorescence | inhibition, % at 20 µM | 330,000 tested, 0.71% active; active = inhibition of at least 40% at 20 µM;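 also: plate controls were DMSO wells for no effect and DEVD-CHO caspase inhibitor wells for full effect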
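System: reconstituted apoptosome with Apaf-1, cytochrome c, caspase-9, procaspase-3, dATP; Signal: Rh110 fluorescence intensity; Schedule: 30 min compound preincubation, 50 min activation, room temperature; Reagent: cytochrome c trigger plus (Z-DEVD)2-Rh110 caspase-3 substrate.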
APOBEC3G inh: blocks human APOBEC3G single-stranded DNA deamination. Q9HC16. inhibition, % at 20 µM. AID 493012. 330,000 tested, 0.28% active. recombinant A3G, ssDNA deamination FAM/TAMRA fluorescence;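 active = inhibition of at least 40% at 20 µM, with no more than 30% in the related APOBEC3A deaminase screen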;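 also: plate controls were DMSO wells with A3G for no effect and wells lacking A3G enzyme for full effect; some compounds called inactive have numbers as strong as hits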
SENP8 block-2: SENP8 protease inhibition. AID 2540. inhibition, % at 10 µM. 330,000 tested, 1.2% active. purified SENP8, Z-RLRGG-aminoluciferin cleavage, luminescence. Q96LD8; in the data active = inhibition above about 50%
SENP7 inh: inhibitors of human SENP7 protease | Q9BQF6 | recombinant SENP7, Z-RLRGG-aminoluciferin luminescence, 40 min | inhibition, % at 5 µM | 330,000 tested, 1.5% active | AID 434973;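 active = inhibition above about 50% at the single test dose, limit read from the data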;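 also: plate controls were DMSO with enzyme for no effect and no enzyme buffer wells for full effect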
Target sequence (Q9BQF6 706-1050 limits assumed): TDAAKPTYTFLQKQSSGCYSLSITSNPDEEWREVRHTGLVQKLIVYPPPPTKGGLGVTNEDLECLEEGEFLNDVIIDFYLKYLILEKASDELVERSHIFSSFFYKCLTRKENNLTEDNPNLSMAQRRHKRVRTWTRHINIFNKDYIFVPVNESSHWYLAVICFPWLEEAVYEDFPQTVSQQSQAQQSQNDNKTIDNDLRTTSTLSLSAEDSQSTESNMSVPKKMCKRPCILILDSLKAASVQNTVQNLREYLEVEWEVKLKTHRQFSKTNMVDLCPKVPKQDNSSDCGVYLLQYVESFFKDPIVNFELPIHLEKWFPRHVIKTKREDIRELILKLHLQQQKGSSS
UBC13 inh: blocks human UBC13 polyubiquitin chain formation; TR-FRET; inhibition, % at 20 µM; 330,000 tested, 0.47% active; AID 485273; in the data active = inhibition above about 45%, passing the limit was not always enough
The depositor's hits bear a star; / = not tested or not shown. No enrichment for hits. About 3.6% of those tested had a hit in this group.

SMILES	SENP8 block-1	SENP1 FRET inh	SENP6 inh	Apaf1 inhib	APOBEC3G inh	SENP8 block-2	SENP7 inh	UBC13 inh
CCc1ccc[n+](-c2nc([O-])sc2C=O)c1	17.1	-0.6	-5.7	-11.2	-7.6	-3.1	-2.3	-1.1
COc1ccc(-n2cc(C#N)c(=O)n(Cc3ccc(F)cc3)c2=O)cc1	-0.6	2.3	7.1	7.1	-3.9	-2.0	-7.6	0.4
Cc1ccc(N(CC(=O)NC(C)(C)C)C(=O)CS(=O)CC(=O)Nc2ccc3c(c2)OCO3)cc1 (stereo unspecified)	12.6	-0.4	2.2	0.9	-2.2	-0.5	-2.1	3.0
CSc1nnnn1-c1c(C)cc(C)cc1C	8.9	3.6	-26.3	-21.3	0.7	-2.3	-3.1	-0.2
COc1cc(/C=C2\C(=N)N3N=C(S(C)(=O)=O)SC3=NC2=O)cc(OC)c1OCCOc1ccccc1C	-32.1	-3.2	18.3	19.9	2.1	13.5	5.4	-15.8
CCN(C(=O)COC(=O)/C=C/c1cnc2ccccc2n1)c1ccccc1	-11.7	1.9	-34.7	10.6	0.4	-7.6	-1.6	-13.7
CCNCc1ccccc1OCc1ccccc1	-0.9	-1.1	-6.8	3.1	-5.3	-6.1	-3.1	-14.6
CCN(CC(=O)Nc1c(F)cccc1F)C(=O)C1CCN(S(=O)(=O)c2ccc(C)c(C)c2)CC1	21.7	2.0	1.0	-4.7	-10.6	7.8	5.0	-3.6
O=C(NC(=S)Nc1sc2c(c1C(=O)O)CCCC2)c1ccccc1	13.5	1.0	4.5	5.0	-4.6	-5.1	-4.8	-4.3
C=CCc1cccc(/C=N/NC(=O)c2ccc3nc[nH]c3c2)c1O	1.7	1.0	12.7	15.8	4.8	1.6	-6.3	-5.1
CCC(c1nnnn1CCc1ccccc1)N1CCN(C(=O)c2ccco2)CC1 (stereo unspecified)	14.6	-0.2	-2.4	2.8	0.6	9.3	10.7	0.6
C=CCOC(=O)C1=C[C@@H](c2ccc(C(F)(F)F)cc2)C[C@@H](OCc2ccc(CO)cc2)O1	-4.9	-1.8	-2.4	26.7	-3.0	3.9	-13.2	6.6
Cc1cc(C)c(C)c(S(=O)(=O)NCc2cccnc2)c1C	7.5	-1.9	-20.3	7.7	-11.3	-2.1	-10.2	-6.1
COC(=O)c1ccccc1-c1ccc(C=O)o1	-8.7	3.0	-2.5	4.0	-5.2	7.2	-0.3	2.3
O=C(/C=C/c1cccs1)c1ccc([N+](=O)[O-])cc1	49.9*	1.4	-10.1	-2.1	-6.8	-6.8	-4.7	-5.7
C=CCn1cnc2scc(-c3ccc(C)c(C)c3)c2c1=O	9.1	2.1	2.2	-2.6	-7.8	-4.3	2.2	0.2
Cc1ccccc1CC1(CO)CCCN(C(=O)CCC(F)(F)F)C1 (stereo unspecified)	6.7	-0.1	-13.3	3.8	-2.1	-12.2	19.4	-6.4
CC(C)CN(C(=O)c1cc(Cl)nc2ccccc12)C1CCS(=O)(=O)C1 (stereo unspecified)	-12.0	-0.8	-12.8	11.1	-3.7	0.2	-24.1	-4.6
Cc1oc(-c2ccc(Cl)cc2)cc1C(=O)/C(C#N)=C/Nc1cccc(OC(F)(F)F)c1	-75.1	-38.3	40.1	-1.8	0.2	34.4	1.0	-3.1
Cc1ccc2nc(-c3ccc(NC(=S)NC(=O)C(C)C)cc3)sc2c1	-271.0	-46.7	16.9	1.6	-0.5	13.5	14.4	3.2
COc1cc(C(=O)N2CCC(C(=O)Nc3cccc(C(C)=O)c3)CC2)cc(OC)c1OC	29.8	0.5	-8.3	-7.1	-1.7	2.9	-0.9	1.1
Cc1ccccc1-c1ccc(C=Nc2c(C)n(C)n(-c3ccccc3)c2=O)o1	18.0	-1.0	-41.0	22.5	-2.2	-16.9	-7.8	-8.1
Cc1cc(C)n(-c2ccc(S(=O)(=O)N3CCOCC3)cc2[N+](=O)[O-])n1	32.5	0.7	-1.1	-4.2	1.6	-0.3	8.4	-8.8
CS(=O)(=O)N(CC(=O)NCC1CCCO1)Cc1ccc(Cl)cc1 (stereo unspecified)	16.7	1.9	0.8	3.3	16.9	1.6	0.3	-0.4
CCCCOc1c(C(=O)Nc2ccccc2)nnn1-c1ccccc1	-29.6	2.3	-17.0	10.9	-1.7	-6.0	-11.7	8.5

Rewritten with values under each structure: entries from further up
Second line of a record: SENP8 block-1, SENP1 FRET inh, SENP6 inh, Apaf1 inhib, APOBEC3G inh, SENP8 block-2, SENP7 inh, UBC13 inh
> Cc1ccccc1CC1(CO)CCCN(C(=O)CCC(F)(F)F)C1 (stereo unspecified)
    6.7, -0.1, -13.3, 3.8, -2.1, -12.2, 19.4, -6.4
> CC(C)CN(C(=O)c1cc(Cl)nc2ccccc12)C1CCS(=O)(=O)C1 (stereo unspecified)
    -12.0, -0.8, -12.8, 11.1, -3.7, 0.2, -24.1, -4.6
> Cc1oc(-c2ccc(Cl)cc2)cc1C(=O)/C(C#N)=C/Nc1cccc(OC(F)(F)F)c1
    -75.1, -38.3, 40.1, -1.8, 0.2, 34.4, 1.0, -3.1
> Cc1ccc2nc(-c3ccc(NC(=S)NC(=O)C(C)C)cc3)sc2c1
    -271.0, -46.7, 16.9, 1.6, -0.5, 13.5, 14.4, 3.2

(more compounds)
SMILES	SENP8 block-1	SENP1 FRET inh	SENP6 inh	Apaf1 inhib	APOBEC3G inh	SENP8 block-2	SENP7 inh	UBC13 inh
COC(=O)[C@H](C)[C@@H]1C[C@@]1(C)[C@@H](NC(=O)OCc1ccccc1)c1ccccc1	-4.6	0.5	-3.7	17.6	-10.8	-11.8	15.0	5.0
Cn1c(N2CCN(S(=O)(=O)c3ccc(F)cc3)CC2)nc2ccccc21	15.8	2.2	-3.1	0.5	-5.8	5.3	0.0	13.7
Cc1cccc(NC(=O)c2sc(NC(=O)c3ccco3)c(C#N)c2C)c1C	-121.0	-73.4	-13.1	-5.5	-3.4	-4.0	-11.4	-5.5
CC(=O)CCc1oc2ccc(C)cc2c1-c1ccccc1	19.9	-1.6	-18.0	26.7	1.6	-3.5	-0.7	0.5
Cc1cc(C(=O)COc2cccc(-n3cnnn3)c2)c(C)n1-c1ccccc1	-7.3	-6.1	-13.4	6.8	-1.2	-2.2	-3.9	7.2
Cc1cccc(C)c1-n1c(C)cc(/C=N\Nc2ccc([N+](=O)[O-])cn2)c1C	36.8	-28.1	-4.8	18.2	3.4	-7.2	-6.0	-73.0
Cc1cc(C)cc(OCCCOc2cccc3cccnc23)c1	-108.5	1.7	-27.0	29.7	-9.2	-8.9	-2.5	-2.7
COc1cc(-c2nc3n(n2)C(c2ccncc2)C2=C(CCCC2=O)N3)cc(OC)c1OC (stereo unspecified)	-6.0	-2.1	-5.1	-8.4	-18.6	2.0	-9.7	8.7
CCCC(NC(=O)c1ccc(Br)o1)c1nc2ccccc2[nH]1 (stereo unspecified)	-12.5	-10.3	6.8	-11.2	-8.9	10.1	-14.2	5.5
Cc1cc(-c2ccc(C)c(S(=O)(=O)N3CCN(c4ccc(F)cc4)CC3)c2)on1	12.8	-0.1	-4.3	6.9	-8.2	3.5	3.4	4.2
O=C(CNC(=O)/C(=C/c1ccccc1)NC(=O)c1ccc(Br)cc1)OCc1ccccc1	21.5	0.6	1.6	9.7	-3.8	-4.0	-2.7	4.0
COC(=O)c1sc(NC(=O)COc2cccc(C)c2)nc1C	8.8	1.9	7.6	-4.6	-5.9	4.2	3.0	2.1
CN(CC(=O)Nc1ccc(F)cc1)C(=O)COC(=O)c1cccc(N(C)C)c1	-417.7	-0.7	-24.0	-4.2	-8.7	-3.1	2.7	9.8
N#CCSc1ncnc2sc3c(c12)CCC3	-10.3	-28.4	-3.9	4.9	16.6	5.2	0.2	-4.9
CC(=O)c1ccc(N2CCN(c3ccc(S(=O)(=O)N4CCN(C)CC4)cn3)CC2)cc1	-308.8	1.4	-25.1	-9.2	-3.1	4.6	-1.3	5.7
Cn1nccc1C(=O)Nc1nnc(C2CC2)s1	6.8	0.2	-0.4	6.5	8.0	-1.0	22.9	-0.7
Cc1cc(C)cc(CSCC(=O)N/N=C/c2ccc(OCC(=O)NCc3ccco3)cc2)c1	2.4	-2.0	-0.6	-4.5	-5.7	10.5	-0.6	9.2
CC(CCc1ccccc1)NCc1ccncc1 (stereo unspecified)	0.3	-27.6	-8.7	-3.3	1.4	-5.1	7.2	9.3
Cc1ccc(S(=O)(=O)[N-]c2nc3ccccc3nc2-[n+]2cc(C)cc(C)c2)cc1	9.9	-29.0	-17.1	-7.4	-3.7	-4.7	-7.6	-8.6
CN(C)c1ccc(/C=N/N2C(=S)SC(C)(C)C2N(O)C(=O)Nc2ccc([N+](=O)[O-])cc2)cc1 (stereo unspecified)	-8.2	-18.7	-2.2	6.8	4.2	4.4	7.3	-8.6
Cc1ccccc1NC(=O)c1cnn(-c2ccccc2)c1NC(=O)c1ccco1	6.3	2.8	-13.2	-14.8	0.3	-0.3	-1.0	0.9
CSc1cccc(NC(=O)c2[nH]c(C)c(C(C)=O)c2C)c1	1.9	-0.4	18.4	7.3	-7.6	-1.6	13.2	5.6
Cn1nnnc1SCCNC(=O)C1CCC(=O)N(CCc2ccccc2)C1 (stereo unspecified)	2.6	-4.0	8.8	2.1	-3.4	-4.1	12.9	-3.5
O=C(CSc1n[nH]c(=O)[nH]c1=O)Nc1c(Cl)cc(Cl)cc1Cl	18.5	2.2	9.2	-5.9	-6.5	3.6	-1.0	9.9
Cn1c(SCC(=O)NCc2cccs2)nnc1-c1ccc(S(=O)(=O)N2CCCC2)cc1	9.3	-0.2	-1.4	-10.4	-2.5	2.6	5.6	10.3

Other entries follow.
SMILES	SENP8 block-1	SENP1 FRET inh	SENP6 inh	Apaf1 inhib	APOBEC3G inh	SENP8 block-2	SENP7 inh	UBC13 inh
COC(=O)c1cc(=O)n2c(-c3ccc(OC)cc3)csc2n1	-0.7	1.2	3.7	9.2	2.5	-1.8	-8.8	-11.6
O=C(O)c1cccc(CSc2nc(-c3ccccc3)cc(C(F)(F)F)n2)c1	2.2	-0.7	12.8	4.9	1.3	4.6	8.6	-9.7
CC(Cc1c[nH]c2ccccc12)C(=O)NCc1ccco1 (stereo unspecified)	8.2	0.9	-7.7	-6.1	24.8	-13.3	-4.8	0.7
C=CCn1c(SCC(N)=O)nc2nc3c(cc2c1=O)COC(C)(C)C3	-85.8	-1.9	-0.4	-4.1	-1.1	-6.2	1.5	2.8
Cc1ccc(C)c(C(=O)CN2C(=O)c3ccccc3S2(=O)=O)c1	5.6	2.6	-16.2	-4.5	0.8	-10.0	0.1	-8.1
CN1CCN(C2=Cc3ccccc3Sc3cc(F)ccc32)CC1	13.0	0.3	-32.1	3.9	-3.4	-15.8	-7.5	10.6
Cc1cccc(C)c1NC(=O)C(c1ccccc1)N1CCC1=O (stereo unspecified)	10.8	-0.1	-12.7	-0.3	1.8	4.3	9.9	2.5
O[C@@H]1COC(Nc2ccc(N=Nc3ccccc3)cc2)C[C@@H]1O (stereo partly specified)	/	/	19.5	-18.1	-1.4	12.5	35.6	-20.7
N#C/C(=C(/O)COC(=O)CCC1CCCCC1)c1nc2ccccc2[nH]1	-30.0	-35.4	-16.6	18.3	-1.5	-3.7	-3.9	-7.3
CCOC(=O)N1CCN(C(=O)CCn2c(=O)[nH]c3ccsc3c2=O)CC1	-0.5	0.7	-2.6	-14.1	-1.7	0.5	-2.3	4.3
Cc1ccc(C)c(N(C(=O)CNC(=O)c2ccco2)C(C(=O)NCC2CCCO2)c2ccccc2)c1 (stereo unspecified)	6.1	1.9	14.6	0.0	-7.0	-0.7	9.6	4.6
Clc1ccccc1Sc1cnc2ccccc2n1	13.0	-12.2	-15.5	16.8	13.4	-18.1	-6.2	-2.0
O=C(c1ccc(F)cc1Cl)N(c1ccccn1)C1CCCCC1	1.8	0.9	5.6	-8.6	-3.3	2.9	3.5	9.6
